HSF-1 act: HSF-1 activators, primary screen, NIH3T3-HGL cells, MG132 stress, luminescence, single point. NIH3T3-HGL HSF-1 luciferase reporter, 8 h; 100% = twice DMSO control signal. activation, % at 9 µM. 300,000 tested, 1.7% active. AID 504408, 2011;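 active means mean replicate activation of at least 50% with a set share of replicates each reaching 50%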;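 further: 0% = median of the neutral control wells and 100% = twice that signal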
GSK3beta inhib: human GSK3beta kinase inhibitors, primary screen, biochemical, cell-free homogeneous, HTS; Glycogen synthase kinase-3 beta (Homo sapiens), P49841; GST-GSK3beta kinase, ADP-Glo luminescence, 60 min; hits give low values; activity score (negative = inhibition), % at 10 µM; 300,000 tested, 0.038% active; AID 2097, 2009;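 active means more than half of replicate wells score below -50%, meaning over 50% inhibition versus plate controls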;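 further: 0% = median DMSO wells and -100% = median GW8510 positive control wells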
Target sequence (P49841 whole entry, looked up): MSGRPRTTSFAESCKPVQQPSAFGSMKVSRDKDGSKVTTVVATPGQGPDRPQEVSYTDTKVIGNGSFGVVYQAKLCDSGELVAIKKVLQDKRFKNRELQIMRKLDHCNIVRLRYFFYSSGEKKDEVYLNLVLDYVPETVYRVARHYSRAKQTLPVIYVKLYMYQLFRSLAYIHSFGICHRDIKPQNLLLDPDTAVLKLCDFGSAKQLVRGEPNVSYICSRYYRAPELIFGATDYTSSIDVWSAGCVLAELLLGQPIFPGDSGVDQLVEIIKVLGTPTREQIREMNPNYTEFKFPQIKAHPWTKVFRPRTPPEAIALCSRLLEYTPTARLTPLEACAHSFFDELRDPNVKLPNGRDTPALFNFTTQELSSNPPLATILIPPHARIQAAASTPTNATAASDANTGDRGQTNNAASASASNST
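test system = GST-tagged human GSK3beta kinase, cell-free | reagent = 25 µM ATP with peptide substrate | dosing = one dose of 10 µM per compound | schedule = 60 min reaction, RT | detection = luminescent ADP-Glo measurement of ADP formed | control set = DMSO neutral wells and GW8510 at 20 µM as positive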
aSyn UTR inh: MLPCN primary screen, SNCA 5' untranslated region | alpha-synuclein 5'UTR reporter, inhibitor activity | inhibition, % (tested at 7.5 µM) | 300,000 tested, 0.82% active | AID 1813, 2009; in the data active means inhibition above about 60%;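 further: H4 neuroglioblastoma cells stably carrying SNCA 5'UTR luciferase fusion; 0% = DMSO wells and 100% = positive control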
HSF1 inh: HSF1 inhibitors in luciferase reporter cells, primary screen, cell-based, NIH3T3, luminescence. NIH3T3-HGL HSE-luciferase, MG132-induced, luminescence 8 h; hits give low values. activity change, negative = inhibition, % at 7.5 µM (by protocol). 300,000 tested, 0.77% active. AID 2098, 2009;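 active means more than half of replicate wells show activity change below -50%, luminescence cut by over half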;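 further: luciferase reports HSF-1 transcriptional activity via heat shock element; 0% = median of DMSO wells and -100% = zero luminescence signal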
HSP90 inh: HSP90 inhibitors, primary screen, cell lysate, luminescence. 290,000 tested, 0.91% active. inhibition, % at 5.6 µM. AID 1789, 2009. Heat shock protein HSP 90 (rabbit reticulocyte lysate; luciferase refolding). Rabbit reticulocyte lysate, luciferase refolding luminescence, 3 h;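 active means inhibition above the screen-wide mean plus 3 SD, computed separately per campaign, cut at about 16% in these data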;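 further: 0% = DMSO wells and 100% = 60 µM geldanamycin wells; inhibitors lower the luminescence because luciferase stays unfolded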
KLF5 inh: KLF5 expression inhibitors, primary screen, DLD-1 cells, luminescence; inhibition, % at 5 µM; 290,000 tested, 0.23% active; DLD-1 KLF5 promoter-luciferase reporter;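 active means inhibition above a per-plate limit of that plate's mean compound inhibition plus 3 SD, cut at about 60% in these data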;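 further: 0% = DMSO wells and 100% = LY294002 at 200 µM; higher means less KLF5 promoter-driven luciferase light; inactives centre near -14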
GSK3 alpha inh: blockers of GSK3A enzyme activity – biochemical, luminescence, cell-free homogeneous, HTS, primary screen; Glycogen synthase kinase-3 alpha (Homo sapiens), P49840; GSK-3 alpha kinase, ADP-Glo luminescence, 60 min; inhibition, % at 10 µM; 320,000 tested, 0.1% active;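 in the data active means inhibition above about 50%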;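 further: GST-tagged GSK-3 alpha with peptide substrate and 25 µM ATP; 0% = DMSO neutral wells and 100% = GW8510 positive control wells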
Target sequence (P49840 whole entry, looked up): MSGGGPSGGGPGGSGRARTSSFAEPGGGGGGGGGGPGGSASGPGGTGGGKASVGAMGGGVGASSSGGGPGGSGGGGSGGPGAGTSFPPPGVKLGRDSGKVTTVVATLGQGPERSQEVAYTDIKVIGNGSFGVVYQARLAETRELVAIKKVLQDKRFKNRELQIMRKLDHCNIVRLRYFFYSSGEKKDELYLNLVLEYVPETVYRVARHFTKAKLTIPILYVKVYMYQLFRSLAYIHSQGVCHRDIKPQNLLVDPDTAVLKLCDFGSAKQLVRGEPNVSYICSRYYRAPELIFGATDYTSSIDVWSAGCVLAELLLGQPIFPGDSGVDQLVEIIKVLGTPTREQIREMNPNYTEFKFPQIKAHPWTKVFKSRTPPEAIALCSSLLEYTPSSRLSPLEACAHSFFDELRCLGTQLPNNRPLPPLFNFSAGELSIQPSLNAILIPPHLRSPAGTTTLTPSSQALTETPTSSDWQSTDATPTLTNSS
IEC-6 tox: cytotoxicity in IEC-6 intestinal epithelial cells, primary screen, cytotoxicity control for KLF5 inhibitor project, cell-based, luminescence | IEC-6 cytotoxicity, luminescence viability | AID 1825, 2009 | inhibition, % at 5 µM | 290,000 tested, 0.78% active; in the data active means inhibition above about 22%;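 further: 0% = plate median of test compound wells and 100% = cytotoxic reference compound wells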
AI-2 QS modul: Vibrio harveyi AI-2 quorum sensing modulators, primary screen, JMH597 strain, luminescence/OD600 ratio. AID 2094, 2009. Vibrio harveyi JMH597 AI-2 luminescence/OD600 ratio, 9 h; hits give low values; strain lacks LuxN and CqsS sensors; 0 = neutral-control median. activity change, % at 7.5 µM. 300,000 tested, 0.4% active; in the data active means activity change below about -75%, passing the limit was not always enough;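 further: luminescence divided by OD600 gain over 9 h not by final OD600 alone; inactives centre near 13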
PolyA inh: polyadenylation inhibitors in yeast reporter cells, primary screen, luminescence, S. cerevisiae; S. cerevisiae SKY197-pL101 polyadenylation reporter, beta-gal luminescence; efflux-impaired pdr1/pdr3 knockout yeast; score 100 = 6 SD above DMSO; AID 1875, 2009; 300,000 tested, 0.02% active; calls only at 12 µM;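 active means lowest replicate activity score at least 50, where 100 means six control SD above control mean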;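 further: yeast exposed to compound for 9 h at 30 °C; higher score means more reporter readthrough which indicates perturbed polyadenylation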
* = called active by the depositor. Some of the compounds tested; rates above refer to the full screens.

Results for CCCCOc1ccc(-c2nnn(C(C)C(=O)OCC)n2)cc1 (stereo unspecified) ?
HSF-1 act: 13; GSK3beta inhib: 5; aSyn UTR inh: -2; HSF1 inh: -3; HSP90 inh: 0; KLF5 inh: -10; GSK3 alpha inh: -3; IEC-6 tox: 2; AI-2 QS modul: 18; PolyA inh: inactive

What do the screens show for `O=C(CSc1nnc(-c2ccc(Cl)cc2)n1CC1CCCO1)NC1CCS(=O)(=O)C1` (stereo unspecified)?
HSF-1 act: 1; GSK3beta inhib: -1; aSyn UTR inh: -38; HSF1 inh: 16; HSP90 inh: -1; KLF5 inh: -32; GSK3 alpha inh: -1; IEC-6 tox: -4; AI-2 QS modul: 17; PolyA inh: inactive

What do the screens show for `COCCCN1C(=O)c2ccc(C(=O)Nc3ccc(OC)cc3OC)cc2C1=O`?
HSF-1 act: 2; GSK3beta inhib: -1; aSyn UTR inh: 13; HSF1 inh: -3; HSP90 inh: -1; KLF5 inh: -9; GSK3 alpha inh: 0; IEC-6 tox: -6; AI-2 QS modul: 11; PolyA inh: inactive

Results for C(=N\n1cnnc1)/c1nc2ccccc2[nH]1 ?
HSF-1 act: -5; GSK3beta inhib: -4; aSyn UTR inh: 1; HSF1 inh: 1; HSP90 inh: -1; KLF5 inh: -29; GSK3 alpha inh: 0; IEC-6 tox: 2; AI-2 QS modul: 33; PolyA inh: inactive

How did Cc1ccc(CN(C(=O)c2ccco2)C2CCS(=O)(=O)C2)cc1 (stereo unspecified) do in these assays?
HSF-1 act: 3; GSK3beta inhib: -2; aSyn UTR inh: 4; HSF1 inh: -2; HSP90 inh: -1; KLF5 inh: -44; GSK3 alpha inh: 0; IEC-6 tox: -6; AI-2 QS modul: -1; PolyA inh: inactive

What do the screens show for `Cc1ccc(-n2c(Cc3cccn3C)nnc2SCC(=O)N2CCN(c3ccccc3)CC2)cc1`?
HSF-1 act: 5; GSK3beta inhib: -2; aSyn UTR inh: -19; HSF1 inh: 9; HSP90 inh: 6; KLF5 inh: -11; GSK3 alpha inh: -3; IEC-6 tox: 8; AI-2 QS modul: 9; PolyA inh: inactive

Results for O=S(=O)(c1ccccc1)N(CC(O)CN1CCCC1)c1ccccc1 (stereo unspecified) ?
HSF-1 act: -8; GSK3beta inhib: -1; aSyn UTR inh: 2; HSF1 inh: 5; HSP90 inh: 3; KLF5 inh: 7; GSK3 alpha inh: -3; IEC-6 tox: 1; AI-2 QS modul: -6; PolyA inh: inactive

What do the screens show for `O=S(=O)(c1ccc(OCC(O)CN2CCC(Cc3ccccc3)CC2)cc1)N1CCOCC1` (stereo unspecified)?
HSF-1 act: -13; GSK3beta inhib: 5; aSyn UTR inh: 5; HSF1 inh: -9; HSP90 inh: 3; KLF5 inh: 0; GSK3 alpha inh: -32; IEC-6 tox: 4; AI-2 QS modul: 40; PolyA inh: inactive

What do the screens show for `CCc1ccc(NC(=O)C2CCN(S(=O)(=O)c3c(C)noc3C)CC2)cc1`?
HSF-1 act: -7; GSK3beta inhib: 0; aSyn UTR inh: 18; HSF1 inh: -2; HSP90 inh: -5; KLF5 inh: -12; GSK3 alpha inh: 1; IEC-6 tox: -2; AI-2 QS modul: 19; PolyA inh: inactive

What do the screens show for `Cc1cc(NC(=O)C(C)SCC(=O)Nc2ccc(SC(F)F)cc2)no1` (stereo unspecified)?
HSF-1 act: 11; GSK3beta inhib: 3; aSyn UTR inh: -4; HSF1 inh: 5; HSP90 inh: -4; KLF5 inh: -19; GSK3 alpha inh: 1; IEC-6 tox: 2; AI-2 QS modul: 6; PolyA inh: inactive

Results for CC1CCCC(NC(=O)c2ccc3c(SCC(=O)O)c4c(nc3c2)CCC4)C1C (stereo unspecified) ?
HSF-1 act: 1; GSK3beta inhib: 2; aSyn UTR inh: 7; HSF1 inh: -4; HSP90 inh: -5; KLF5 inh: -9; GSK3 alpha inh: -2; IEC-6 tox: -3; AI-2 QS modul: -19; PolyA inh: inactive

Results for Cc1sc2ncnc(N3CCC(C(=O)Nc4nc5ccc(Cl)cc5s4)CC3)c2c1C ?
HSF-1 act: 8; GSK3beta inhib: -3; aSyn UTR inh: -183; HSF1 inh: 14; GSK3 alpha inh: -1; AI-2 QS modul: -2; PolyA inh: inactive

What do the screens show for `COc1ccccc1OCCCOc1cccc(/C=C2\SC(=O)NC2=O)c1`?
HSF-1 act: -14; GSK3beta inhib: -4; aSyn UTR inh: -4; HSF1 inh: 17; HSP90 inh: 9; KLF5 inh: 13; IEC-6 tox: 2; AI-2 QS modul: -7; PolyA inh: inactive

How did CCOC(=O)C1CCN(Cc2cc(=O)n3c(-c4ccccc4)csc3n2)CC1 do in these assays?
HSF-1 act: 4; GSK3beta inhib: 0; aSyn UTR inh: 1; HSF1 inh: -2; HSP90 inh: 3; KLF5 inh: -15; GSK3 alpha inh: -4; IEC-6 tox: -1; AI-2 QS modul: 9; PolyA inh: inactive

Results for COc1ccccc1N1CCN(S(=O)(=O)c2ccccc2)CC1 ?
HSF-1 act: 47; GSK3beta inhib: 0; aSyn UTR inh: 4; HSF1 inh: 10; HSP90 inh: 4; KLF5 inh: -7; GSK3 alpha inh: -1; IEC-6 tox: 1; AI-2 QS modul: 18; PolyA inh: inactive

Results for O=C(N1CCOCC1)n1cnc2ccccc21 ?
HSF-1 act: 0; GSK3beta inhib: 3; aSyn UTR inh: -19; HSF1 inh: -3; HSP90 inh: 1; KLF5 inh: -7; GSK3 alpha inh: -4; IEC-6 tox: 0; AI-2 QS modul: 9; PolyA inh: inactive

How did CC(C)(CCl)C(=O)Nc1ccc(Sc2ccc(F)cc2)cc1 do in these assays?
HSF-1 act: 21; GSK3beta inhib: 0; aSyn UTR inh: 36; HSF1 inh: 6; HSP90 inh: 0; KLF5 inh: -19; GSK3 alpha inh: -1; IEC-6 tox: 1; AI-2 QS modul: -12; PolyA inh: inactive

Results for CNc1ccccc1C(=O)OCC(=O)Nc1ccc2c(c1)OCO2 ?
HSF-1 act: 0; GSK3beta inhib: 1; aSyn UTR inh: -2; HSF1 inh: 2; GSK3 alpha inh: -2; AI-2 QS modul: 3; PolyA inh: inactive

What do the screens show for `CC(=O)c1ccc(OCc2cc(C(=O)NC(C)CCn3cccn3)no2)cc1` (stereo unspecified)?
HSF-1 act: 28; GSK3beta inhib: -6; aSyn UTR inh: -164; HSF1 inh: 26; HSP90 inh: 2; KLF5 inh: -106; GSK3 alpha inh: -2; IEC-6 tox: 0; AI-2 QS modul: 8; PolyA inh: inactive

How did CCOC(=O)C1CCCN(C(=O)c2cccs2)C1 (stereo unspecified) do in these assays?
HSF-1 act: 1; GSK3beta inhib: 0; aSyn UTR inh: 23; HSF1 inh: -3; HSP90 inh: -2; KLF5 inh: 10; GSK3 alpha inh: -1; IEC-6 tox: -2; AI-2 QS modul: 13; PolyA inh: inactive

How did CCCn1c(C)cc(-c2csc(N)n2)c1C do in these assays?
HSF-1 act: -4; GSK3beta inhib: -3; aSyn UTR inh: -8; HSF1 inh: 0; HSP90 inh: 3; KLF5 inh: -54; GSK3 alpha inh: 3; IEC-6 tox: -4; AI-2 QS modul: 37; PolyA inh: inactive

How did COc1cccc(C2C(C(N)=O)=C(C)Nc3nc(CCCO)nn32)c1OC (stereo unspecified) do in these assays?
HSF-1 act: -2; GSK3beta inhib: -23; aSyn UTR inh: -2; HSF1 inh: -7; HSP90 inh: 0; KLF5 inh: 3; IEC-6 tox: -2; AI-2 QS modul: 21; PolyA inh: inactive

Results for O=C(CC(NS(=O)(=O)c1ccc(Cl)cc1)c1ccco1)NCc1ccco1 (stereo unspecified) ?
HSF-1 act: 24; GSK3beta inhib: 1; aSyn UTR inh: -12; HSF1 inh: -1; HSP90 inh: -1; KLF5 inh: 5; GSK3 alpha inh: 3; IEC-6 tox: -5; AI-2 QS modul: 23; PolyA inh: inactive

How did CCC(C)NS(=O)(=O)c1ccc(OCC(=O)Nc2ccc3c(c2)OCO3)cc1 (stereo unspecified) do in these assays?
HSF-1 act: 24; GSK3beta inhib: 4; aSyn UTR inh: 19; HSF1 inh: -2; HSP90 inh: 5; KLF5 inh: -9; GSK3 alpha inh: -5; IEC-6 tox: -5; AI-2 QS modul: 7; PolyA inh: inactive

Results for O=C(NCCN1CCOCC1)c1ccc2c(c1)N(Cc1c(F)cccc1Cl)C(=O)c1ccccc1S2 ?
HSF-1 act: 0; GSK3beta inhib: -3; aSyn UTR inh: 0; HSF1 inh: -1; HSP90 inh: 4; KLF5 inh: -1; GSK3 alpha inh: -1; IEC-6 tox: -1; AI-2 QS modul: 10; PolyA inh: inactive

Results for O=c1nc2ccccc2c2n1CC(CN1CCN(c3cccc(Cl)c3)CC1)N2 (stereo unspecified) ?
HSF-1 act: -7; GSK3beta inhib: -1; aSyn UTR inh: -26; HSF1 inh: -6; HSP90 inh: 0; KLF5 inh: 12; GSK3 alpha inh: -4; IEC-6 tox: 1; AI-2 QS modul: 11; PolyA inh: inactive

A portion from further up, as a working copy:
Results for O=C(CC(NS(=O)(=O)c1ccc(Cl)cc1)c1ccco1)NCc1ccco1 (stereo unspecified) ?
HSF-1 act: 24; GSK3beta inhib: 1; aSyn UTR inh: -12; HSF1 inh: -1; HSP90 inh: -1; KLF5 inh: 5; GSK3 alpha inh: 3; IEC-6 tox: -5; AI-2 QS modul: 23; PolyA inh: inactive

How did CCC(C)NS(=O)(=O)c1ccc(OCC(=O)Nc2ccc3c(c2)OCO3)cc1 (stereo unspecified) do in these assays?
HSF-1 act: 24; GSK3beta inhib: 4; aSyn UTR inh: 19; HSF1 inh: -2; HSP90 inh: 5; KLF5 inh: -9; GSK3 alpha inh: -5; IEC-6 tox: -5; AI-2 QS modul: 7; PolyA inh: inactive

Results for O=C(NCCN1CCOCC1)c1ccc2c(c1)N(Cc1c(F)cccc1Cl)C(=O)c1ccccc1S2 ?
HSF-1 act: 0; GSK3beta inhib: -3; aSyn UTR inh: 0; HSF1 inh: -1; HSP90 inh: 4; KLF5 inh: -1; GSK3 alpha inh: -1; IEC-6 tox: -1; AI-2 QS modul: 10; PolyA inh: inactive
